From PubChem
BLM inh = qHTS Assay for Inhibitors of Bloom's syndrome helicase (BLM) | Potency, µM (highest dose often 56.1 µM), without a hit: at the highest dose activity change, negative = inhibition, hits mostly inhibitors | AID 2528, 2010 | RecQ-like DNA helicase BLM (Homo sapiens), P54132 | recombinant BLM DNA unwinding, fluorescence dequenching | 0.2% of 350,000 active;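 further: potency means the concentration at half of the fitted maximal effect; plate controls were vehicle for no effect and no enzyme for full effect; nearly all actives have a fitted effect of over 35% in size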
Pol eta inh = qHTS for Inhibitors of Polymerase Eta; DNA polymerase eta (Homo sapiens), Q9Y253; recombinant Pol eta, fluorescent DNA replication assay; Potency, µM (series often up to 114 µM), for inactives: at the highest dose activity change, negative = inhibition, usual class: inhibitors; 1.2% of 390,000 active; further: potency means the concentration at half of the fitted maximal effect; on the % scale 0 is the no-effect control and ±100 the full control effect
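Pol eta (10 nM) was preincubated with compounds for 15 min at room temperature, after which fluorescent replication substrate (50 nM final) was added to start the reaction. Fluorescence was read kinetically at 0 and 10 min.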
APEX1 inh = qHTS Assay for Inhibitors of the Human Apurinic/apyrimidinic Endonuclease 1 (APE1); DNA repair nuclease/redox regulator APEX1 (Homo sapiens), P27695; recombinant APE1, TAMRA/BHQ-2 abasic DNA cleavage fluorescence; Potency, µM (doses to about 65.8 µM), for inactives: top-dose activity change, negative = inhibition, actives largely listed as inhibitors; 0.35% of 350,000 active;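 further: potency means the concentration at half of the fitted maximal effect; plate controls were vehicle for no effect and reference inhibitor for full effect; nearly all actives have a fitted effect of over 55% in size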
Target sequence (P27695 whole entry, looked up): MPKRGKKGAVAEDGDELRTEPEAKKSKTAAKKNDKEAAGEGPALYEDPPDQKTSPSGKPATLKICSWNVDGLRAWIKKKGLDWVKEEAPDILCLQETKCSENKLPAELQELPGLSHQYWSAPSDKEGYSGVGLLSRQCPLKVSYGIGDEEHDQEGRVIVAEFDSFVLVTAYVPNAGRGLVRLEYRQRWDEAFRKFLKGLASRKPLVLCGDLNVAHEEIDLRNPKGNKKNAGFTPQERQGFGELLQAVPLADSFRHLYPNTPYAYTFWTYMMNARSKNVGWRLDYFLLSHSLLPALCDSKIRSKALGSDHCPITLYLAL
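Measures dequenching upon AP-site incision of a 5'-TAMRA/3'-BHQ-2 THF-containing duplex, 50 nM; human APE1 0.75 nM after 15 min room-temperature exposure to compound; kinetic three-point read at one-minute spacing.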
POLB inh = qHTS Assay for Inhibitors of DNA Polymerase Beta | P06746 | Pol beta primer extension/strand displacement, fluorescence kinetic | Potency, µM (top dose mostly 114 µM), for inactives: top-dose activity change, negative = inhibition, hits mostly inhibitors | 1.3% of 340,000 active | AID 485314, 2010; further: potency means the concentration at half of the fitted maximal effect; on the % scale 0 is the no-effect control and ±100 the full control effect
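Values derive from four-parameter Hill fits of normalized kinetic data: reads at 0 and 10 min following addition of 50 nM substrate to 10 nM Pol beta preincubated 15 min with compound.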
Pol kappa inh = qHTS for Inhibitors of Polymerase Kappa | DNA polymerase kappa (Homo sapiens), Q9UBT6 | purified Pol kappa, fluorescent DNA synthesis assay, 10 min | Potency, µM (top dose mostly 107 µM), for inactives: top-dose activity, negative = inhibition, most hits filed as inhibitors | 0.53% of 400,000 active; further: potency means the concentration at half of the fitted maximal effect; on the % scale 0 is the no-effect control and ±100 the full control effect
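Here, compound and 10 nM enzyme are combined for 15 min at room temperature; adding 50 nM substrate (final) starts DNA synthesis, tracked by fluorescence at 0 and 10 min against buffer-only wells.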
Anesthetic bind = qHTS Assay for Identification of Novel General Anesthetics | apoferritin/1-aminoanthracene competitive binding, fluorescence | Potency, µM (series often up to 77.5 µM), inactives show at the top dose activity change, negative = displacement, usual class: inhibitors | 0.074% of 350,000 active; further: potency means the concentration at half of the fitted maximal effect; on the % scale 0 is the no-effect control and ±100 the full control effect; nearly all actives have a fitted effect of over 20% in size
Target sequence (P02791 2-175 limits assumed): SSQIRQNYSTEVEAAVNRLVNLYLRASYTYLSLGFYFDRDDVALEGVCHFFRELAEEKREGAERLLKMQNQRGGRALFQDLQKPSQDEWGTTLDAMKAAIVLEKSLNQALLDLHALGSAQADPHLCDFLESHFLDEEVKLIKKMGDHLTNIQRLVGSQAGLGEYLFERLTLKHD
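Apoferritin-based anesthetic binding model; compound displacement of fluorescent 1-AMA measured as endpoint fluorescence after 10 minutes at room temperature, scaled to free-ligand and complex controls.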
LDHA inh = qHTS assay for inhibitors of human lactate dehydrogenase | AID 1347041, 2019 | L-lactate dehydrogenase A chain (Homo sapiens), P00338 | activity change, % (values are at about 110 or 230 µM) | purified LDHA, NADH/diaphorase-resazurin fluorescence; active compounds read low | 0.15% of 480,000 active; in the data active means activity change below about -30%; inconclusive means mostly about -25% to -30%;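 further: plate controls were DMSO wells for no effect and wells without enzyme for full effect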
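LDH5 2 nM; NADH 0.06 mM, pyruvate 0.2 mM; 200 mM Tris pH 7.4, EDTA, Tween-20; 5 min RT. Detection: diaphorase 0.133 mg/mL + resazurin 37 µM, fluorescence ex540/em590 at 0 and 20 min; normalized to enzyme-free and DMSO wells.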
Glioma ERSR ind = qHTS for Inducers of the Endoplasmic Reticulum Stress Response (ERSR) in Human Glioma: qHTS | U87-MG GRP78 promoter luciferase reporter, 16 h | Potency, µM, inactives show at the highest dose activation, usual class: activators | 0.02% of 420,000 active | AID 602332, 2012; further: potency means the concentration at half of the fitted maximal effect; series mostly up to about 76 µM; % of control where 0% means no effect; nearly all actives have a fitted effect of over 35% in size
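Stably transfected U87-MG glioma cells carrying a GRP78-based luciferase sensor; 16 h compound incubation. Luminescence end-point read 10 min after Bright-Glo addition at room temperature.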
POLI inh = qHTS for Inhibitors of Polymerase Iota | Pol iota fluorescent replication assay, 10 min | Potency, µM (titrated, usually from 115 µM), for inactives: at the top dose activity, negative = inhibition, hits mostly inhibitors | 1% of 390,000 active | AID 588590, 2011; further: potency means the concentration at half of the fitted maximal effect
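Pol iota at 10 nM preincubated 15 min with compounds at room temperature; reaction started with fluorescent substrate, 50 nM final. Fluorescence read kinetically at 0 and 10 min; buffer-only wells as negative control.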
The depositor's hits bear a star; ? = inconclusive; . = no result given; & = joins results of further samples; [ ] = dose if it differs, or a comment. Unless noted, the call rests on the fitted dose curve; in most records, active means well fitted curve in the direction sought with a large enough effect; inconclusive means small, poorly fitted or top-dose-only effect, or another doubt; inactive means no such curve, though single readings can be large; an effect the other way counts as inactive or inconclusive. An excerpt (hit frequency here may not be typical).

SMILES | BLM inh | Pol eta inh | APEX1 inh | POLB inh | Pol kappa inh | Anesthetic bind | LDHA inh | Glioma ERSR ind | POLI inh
Cc1ccc(Cl)cc1N1CCN(C(=O)C2CCN(S(=O)(=O)c3c(C)nn(C)c3C)CC2)CC1 | -10% | -22% | -2% | 41% | -5% | -10% | 5 | -5% | 22%
CCC1(c2ccccc2)NC(=O)N(CC(=O)NNC(=O)c2ccoc2C)C1=O (configuration not stated) | . | -16% | 21% | . | -2% | . | -1 | -1% | 120%[activator]
CC(C)C[C@H](NC(=O)c1[nH]cnc1C(=O)N[C@@H](C)C(=O)OC(C)(C)C)C(=O)OCc1ccccc1 | -20% | -16% | -5% | -7% | -7% | -11% | 2 | 2% | 12%
O=C(Nc1ccccc1O)c1cc(S(=O)(=O)N2CCCC2)ccc1Cl | -2% | -12% | . | 1% | -16% | 3% | -4 | -1% | -10%
O=C(NC(=S)Nc1ccccc1Br)c1ccc2c(c1)OCO2 | -5% | -16% | 6% | 24% | 0% | -3% | -3 | 1% | 25%
Nc1ccccc1-c1nc2ccccc2[nH]1 | -5% | -23% | -3% | 3% | -9% | 13% | 3 | 7% | 9%
CC(C)CCOc1ccccc1Cn1c(=O)sc2ccccc21 | -3% | -20% | . | ? | 2% | 107%[activator] | 4 | -2% | -7%
COc1ccc(N2CCN(C(=O)c3cc(-c4ccc(F)cc4)[nH]c3C)CC2)cc1 | -10% | -9% | 24% | 0% | 5% | -24% | -5 | -7% | 2%
O=C(COc1ccccc1)NCC(c1ccco1)N1CCN(c2ccccc2)CC1 (configuration not stated) | . | -2% | 13% | . | -19% | . | -2 | -2% | 8%
O=C(COC(=O)C1CCN(S(=O)(=O)c2ccccc2C(F)(F)F)CC1)NCc1ccc(F)cc1 | -7% | -24% | 4% | -2% | -4% | -20% | -4 | -1% | 5%
CCOC(=O)/C=C(\C)Sc1cc(=O)oc2ccccc12 | -5% | 1% | -2% | 33% | -10% | 7% | -5 | -9% | 19%
COc1cc2c(cc1OC)C1O[C@](CCCCN3C(=O)c4ccccc4C3=O)(C2)OC2=C1C(=O)c1ccccc1C2=O | -16%[12.4 µM] | . | -11%[12.4 µM] | ? | . | -21%[15.3 µM] | . | . | .
COc1ccccc1OCCn1c(-c2ccc(Cl)cc2)nc2ccccc2c1=O | -2% | -20% | . | 69% | -41% | -5% | 3 | -1% | -18%
O=C(NCc1ccccc1)C(c1ccc(O)cc1)N(C(=O)Cn1nnc(-c2cccs2)n1)c1ccc2c(c1)OCCO2 (configuration not stated) | -5% | -4% | 0% | 2% | -12%[60.1 µM] | -12% | -13 | 0% | -8%
O=C(O)C1C2C=CC(C2)C1C(=O)Nc1cccc(F)c1 (configuration not stated) | 0% | -10% | 2% | -11% | -6% | ? | 1 | -6% | -12%
COc1ccc(C(=O)Cn2c(Br)nc3c2c(=O)n(C)c(=O)n3C)cc1OC | 3% | -13% | 0% | -14% | -9% | -7% | -4 | -4% | -10%
Nc1nsnc1C(=O)NCCO | 3% | 1% | 3% | 21% | -9% | -14% | -16 | -2% | 6%
COc1ccc(/C=C2/SC(=S)N(NS(=O)(=O)c3ccc(C)cc3)C2=O)cc1 | -4% | 79µM* | -18% | ? | -15% | -13% | -5 | -5% | ?
Cc1cc(C)nc(SCCC(=O)N(C)C)n1 | -4% | 12% | 11% | 29% | -11% | -10% | -4 | -3% | 18%
O=C(CNC(=O)c1ccco1)NCC(=O)OC(C(=O)c1ccccc1)c1ccc(Cl)cc1 (configuration not stated) | 1% | ? | -6% | -1% | -5% | 5% | -3 | -2% | -8%
Cc1n[nH]c(C)c1CCCCOc1ccccc1[N+](=O)[O-] | -2% | -15% | 42% | -1% | -5% | ? | 0 | -2% | -19%
COc1cc2c(C(=O)N3CCN(C4CCCCC4)CC3)cn(CC(C)C)c(=O)c2cc1OC | -7% | 4% | 0% | 46% | -12% | -16% | 3 | -1% | 7%
Cc1cccc(NC(=O)CCNC(=O)c2ccc(Br)cc2)c1C | -8% | 9% | 22% | 19% | -14% | -5% | -2 | -12% | -1%
CNC(=O)NC(=S)NC(=O)c1cccc(Cl)c1 | -6% | -4% | 0% | ? | -7% | -4% | 2 | -3% | 6%
CCOc1ccc(CNc2ccc3c(c2)ncn3C)cc1 | 7% | 6% | 2% | 0% | -8% | -2% | 13 | -5% | 17%

(further entries)
SMILES | BLM inh | Pol eta inh | APEX1 inh | POLB inh | Pol kappa inh | Anesthetic bind | LDHA inh | Glioma ERSR ind | POLI inh
Cn1cc([N+](=O)[O-])c(C(=O)Nc2ccc3c(c2)OCCO3)n1 | 2% | -7% | -4% | 7% | -2% | -12% | 2 | -5% | -3%
CCOc1ccc(C(=O)N2CCSC2=S)cc1 | -5% | -12% | -2% | 4% | -1% | -10% | -1 | -7% | 22%
O=C(Cc1ccccc1F)Nc1ccc(S(=O)(=O)N2CCCC2)cc1 | . | -27% | -11% | . | -31% | . | -5 | -1% | ?
COc1ccc(NS(=O)(=O)c2ccc3c(c2)CCN3C(=O)CCC(=O)O)cc1Cl | -1% | -10% | . | 31% | -7% | -9% | -7 | 0% | 28%
C=C(C)C(=O)OC1(C(F)(F)F)Oc2cc(C)ccc2NC1=O (configuration not stated) | -8% | ? | 3% | 1% | -3% | 18µM* | -3 | -13% | 10%
C=CCNC(=O)c1sc(SC)cc1-c1ccc(Cl)cc1 | -2% | -9% | -2% | -1% | -5% | -12% | 3 | -1% | -2%
CCOC(=O)/C(C#N)=C/c1ccc(OC(=O)c2ccccn2)cc1 | -3% | -3% | 0% | 7% | 2% | -16% | -3 | 4% | 11%
CCc1ccccc1N(C)C(=O)C1CCCN(c2ncnc3onc(-c4ccc(F)cc4)c23)C1 (configuration not stated) | 2% | -18% | . | -20% | -6% | -5% | 1 | -1% | -3%
Cc1ccc(OCC(=O)Nc2cccc(S(=O)(=O)N3CCCCCC3)c2)c([N+](=O)[O-])n1 | -7% | -18% | ? | 15% | 10% | ? | -1 | 1% | -20%
CCCCCCCCCC(=O)N[C@H](CN1CCOCC1)[C@H](O)c1ccccc1 | -5% | -9% | ? | . | -25% | 5% | 0 | -1%&-2% | ?
O=[N+]([O-])c1ccc(O)c(C=Nc2ccc3c(c2)OCCO3)c1 | 6% | -19% | 6% | 31% | 3% | -11% | 1 | -1% | 31%[activator]
CN(CC(=O)NCc1ccc(F)cc1)Cc1cccc(Cl)c1 | -2% | -8% | -10% | 20% | -7% | 5% | -4 | 0% | 25%
CCc1ccc(C(=O)c2cn(CC(=O)Nc3ccc(C)c(C)c3)c3ccccc3c2=O)cc1 | -9% | -11% | . | 3% | -19% | 45% | -6 | -3% | 17%
COc1ccc(NC(=O)COC(=O)CCOc2ccccc2C)cc1Cl | . | -15% | 15% | . | -4% | . | -6 | -3% | 11%
CCOCCc1nnc(NC(=O)C(=O)c2cc(C)n(-c3ccc(Cl)cc3)c2C)s1 | -13% | -16% | . | -25% | -1% | -6% | -1 | 2% | -9%
COCC(=O)Nc1cc([N+](=O)[O-])ccc1C | 0% | -16% | 1% | 8% | -15% | -8% | 6 | 0% | -8%
COc1ccc(S(=O)(=O)N2CCN(C(=O)NCc3ccccc3)CC2)cc1 | -2% | -6% | 28% | 13% | -7% | -8% | -5 | -5% | 11%
Cc1cc(N/C=C/C(=O)c2cccc3ccccc23)no1 | -5% | -14% | 1% | 3% | 9% | ? | -5 | 2% | 109%[activator]
Cc1ccc(S(=O)(=O)N[C@H](C(=O)N2CCC(C(=O)N[C@@H](CCC(N)=O)C(=O)O)CC2)C(C)C)cc1 | -2% | -15% | -1% | 1% | -2% | -2% | -6 | -1% | -2%
Cc1cccc2nc(-c3ccc(Cl)s3)c(Nc3ccc4c(c3)OCCO4)n12 | -10% | -5% | . | -15% | -21% | 59%[activator] | -9 | 2% | 9%
Cc1nc(-c2ccccc2)sc1C(=O)Nc1ccc(S(N)(=O)=O)cc1 | -8% | -24% | 0% | ? | -4% | -7% | -5 | 3% | 18%
COc1ccc(NC(=O)OC(C)C)cc1 | -3% | -25% | 1% | 17% | -9% | -11% | -4 | -6% | 13%
Cc1ccc(S(=O)(=O)N2CCCCC2C(=O)Nc2nncs2)cc1 (configuration not stated) | -14% | -11% | 1% | 1% | -8% | -8% | -13 | -2% | ?
CCN(CC)CC(O)Cn1c(-c2ccccc2Cl)nc2ccccc21 (configuration not stated) | 1% | -8% | 0% | 5% | 8% | 0% | 1 | -5% | -2%
COc1ccc(C2C(=O)N(C3CCC(C)CC3)CC(=O)N2C2CCCC2)cc1OC (configuration not stated) | 1% | -11% | . | -20% | 12%[60.1 µM] | -1% | 9 | 0% | -9%
Cc1ccc(NC2=C(CC(=O)O)C(c3ccc(F)cc3)N(c3ccc(C)cc3)C2=O)cc1 (configuration not stated) | -3% | -20% | . | 19% | 9% | -14% | -4 | 1% | 17%

Gathered by group: those above containing a COOH group.
SMILES | BLM inh | Pol eta inh | APEX1 inh | POLB inh | Pol kappa inh | Anesthetic bind | LDHA inh | Glioma ERSR ind | POLI inh
O=C(O)C1C2C=CC(C2)C1C(=O)Nc1cccc(F)c1 (configuration not stated) | 0% | -10% | 2% | -11% | -6% | ? | 1 | -6% | -12%
COc1ccc(NS(=O)(=O)c2ccc3c(c2)CCN3C(=O)CCC(=O)O)cc1Cl | -1% | -10% | . | 31% | -7% | -9% | -7 | 0% | 28%
Cc1ccc(S(=O)(=O)N[C@H](C(=O)N2CCC(C(=O)N[C@@H](CCC(N)=O)C(=O)O)CC2)C(C)C)cc1 | -2% | -15% | -1% | 1% | -2% | -2% | -6 | -1% | -2%
Cc1ccc(NC2=C(CC(=O)O)C(c3ccc(F)cc3)N(c3ccc(C)cc3)C2=O)cc1 (configuration not stated) | -3% | -20% | . | 19% | 9% | -14% | -4 | 1% | 17%
